Insulin prom up = MIN6 insulin promoter up-regulation; AID 1625; MIN6 insulin promoter-GFP reporter, high-content imaging; hits give high values; z-score at 5 µM; hit rate 0.3% among 190,000;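 active means z-score above 3 at 5 µM with at least 500 cells counted in the well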
West Nile virus CPE = inhibition of WNV-induced cytopathic effect – cell-based, CPE readout (AID 1621); West Nile virus-infected cells, CPE inhibition; higher % means a stronger effect; one-dose CPE inhibition, % at 10 µM; IC50 in µM for titrated hits; hit rate 0.02% among 290,000; in the data active means a potency from the dose series; further: strong numbers were not always called active
Autophagy mod = autophagy modulation, high-content screen; MEF GFP-LC3 puncta imaging; test concentration mostly 10 µM; calls only at 10 µM (by protocol); hit rate 0.98% among 190,000; AID 463193;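 active means percentage of spot-positive cells more than 3 SD above its plate mean, without a fluorescence outlier flag or 80% toxicity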;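 further: spot-positive cell cutoff set from DMSO-treated cells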
Hep lipid drop = hepatic lipid droplet formation modulation | AML12 mouse hepatocytes, oleate lipid droplets, BODIPY imaging | inhibition, % at 6.5 µM | hit rate 0.4% among 240,000 | AID 1656;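 active means lipid droplet intensity inhibited by at least 50%, with more than 500 cells counted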
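Assay system: AML12 mouse liver cells | Compound dosing: One dose, 6.5 µM compound | Read-out basis: Droplet intensity reduction, % inhibition | Measured by: Fluorescence imaging, 20x objective, two fields per well | Schedule: Overnight treatment with compound plus oleate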
T cell HTS = T cell immune modulators affecting CD8 T cell-vesicle binding; calls only at 7 µM; hit rate 0.068% among 330,000; AID 2052; 2C CD8+ T cell-vesicle binding, flow cytometry; hits give low values;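 active means response, share of CD8 T cells binding vesicles, and their 90th percentile fluorescence all below set limits, cut at about 80% in these data, passing the limit was not always enough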
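Test system: purified 2C TCR transgenic mouse naive CD8+ T cells. Probe or stimulus: QL9-peptide-loaded Drosophila micro-vesicles bearing Ld, ICAM-1 and B7-1. Incubation: binding step 1.5 h, 37 °C, antibody labelling 20 min, ice. Measured by: flow cytometry of vesicle-bound cells.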
Myeloid diff 2 = compounds promoting myeloid differentiation | ER-HoxA9 myeloid progenitors, lysozyme-GFP differentiation, flow cytometry | calls only at 10 µM | hit rate 1% among 360,000 | AID 624256;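 active means normalized GFP-positive differentiation at or above the plate's own cutoff, the solvent-only control mean plus 3 SD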;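 further: cells exposed to compound for four days before flow analysis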
MT stabilizer = microtubule stabilization, imaging screen; HeLa tubulin immunostaining HCS, 24 h; share of cells brighter than vehicle mean+2SD; % tubulin-high responders, % at 10 µM; hit rate 0.83% among 200,000; AID 2205;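 active means plate Z-score above 3 for both tubulin-high and condensed-nucleus cell shares, with cell loss under 80%, at 10 µM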;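 further: anti alpha tubulin signal scored within the nucleus-defined area of each cell; some results filed as inactive read as strong as hits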
WT yeast gro inh = growth inhibition of WT yeast, mitochondrial fusion screen | mitochondrial fusion phenotypic screen, WT strain | inhibition, % at 10 µM | hit rate 2.1% among 190,000; in the data active means inhibition above about 58%; tested in S. cerevisiae
bCat nuc transl = alters nuclear translocation of beta-catenin in HeLa cells; immunofluorescence imaging; nuclear translocation activity, % at 5 µM; hit rate 0.3% among 190,000; AID 1665;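 active means nuclear translocation activity above 50% at 5 µM, with a well cell count of 50 or more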;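 further: per-cell ratio of nuclear to cytoplasmic median beta-catenin stain intensity; plate controls were DMSO negative control for no effect and GSK-3 inhibitor IX positive control for full effect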
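Read-out: Nuclear/cytoplasmic beta-catenin signal ratio, % activation | Assay system: Human HeLa cell line | Times: 24 h compound exposure at 37°C, 5% CO2 | Signal: Fluorescence imaging of beta-catenin antibody stain plus DAPI | Dosing: 5 µM primary, 0.02–20 µM confirmation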
WT yeast gro inh mutant strain = further read-out of WT yeast gro inh, marked with its call; inhibition, %; mitochondrial fusion phenotypic screen, mutant strain inhibition
Insulin prom up cell count = further read-out of Insulin prom up, marked with its call; cell count; measured here: cytotoxicity, nuclei count;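 total cells summed across four imaged fields per well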
Hep lipid drop cells 6.5 µM = further read-out of Hep lipid drop, marked with its call; cell count; measured here: cell count, cytotoxicity flag;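 cells counted across two imaged fields per well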
bCat nuc transl cell count 5 µM = recorded beside bCat nuc transl, whose call it bears; cell count; measured here: cell count, cytotoxicity flag
T cell HTS vesicle-bound % = also measured in T cell HTS; calls as there; double positive events, %; measured here: CD8+ vesicle-bound cell fraction;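 binding gate set so that unloaded-vesicle control wells show 10% double positive cells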
MT stabilizer Hoechst-high % = second read-out of MT stabilizer, no call of its own (marks repeat the call); % Hoechst-high responders; measured here: nuclear condensation Hoechst responders;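 share of cells brighter than vehicle mean plus two SD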
MT stabilizer cytotoxicity % = recorded beside MT stabilizer, whose call it bears; toxicity, %; measured here: cytotoxicity by cell density;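 0% = mean cell density of plate MIN control wells and 100% = no cells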
Autophagy mod cell loss 18 h = also measured in Autophagy mod; calls as there; toxicity, %; measured here: cell loss, nuclei count;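 cell loss after 18 h compound exposure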
Myeloid diff 2 GFP+ MAC1+ % = recorded beside Myeloid diff 2, whose call it bears; GFP+ MAC1+ double positive, %; measured here: differentiation confirmed by MAC1 staining
Numbers without * were called inactive; i = inactive; / = no result given; + = active, no number.

A first look:
Molecule	Insulin prom up	Insulin prom up cell count	West Nile virus CPE	Autophagy mod	Autophagy mod cell loss 18 h	Hep lipid drop	Hep lipid drop cells 6.5 µM	T cell HTS	T cell HTS vesicle-bound %	Myeloid diff 2	Myeloid diff 2 GFP+ MAC1+ %	MT stabilizer	MT stabilizer Hoechst-high %	MT stabilizer cytotoxicity %	WT yeast gro inh	WT yeast gro inh mutant strain	bCat nuc transl	bCat nuc transl cell count 5 µM
CCc1ccccc1S(=O)(=O)Cc1ccc(C(=O)N2CCN(c3ccccn3)CC2)o1	0.62	850	-0.5%	i	-8	/	/	i	36	i	1.4	2.4	3.1	5.5	8	4	/	/
COc1ccc(CCNc2ncnc3c2nnn3Cc2ccccc2)cc1	/	/	1.4%	/	/	12	835	i	4	i	0.1	/	/	/	/	/	/	/

Main list, from the start:
Molecule	Insulin prom up	Insulin prom up cell count	West Nile virus CPE	Autophagy mod	Autophagy mod cell loss 18 h	Hep lipid drop	Hep lipid drop cells 6.5 µM	T cell HTS	T cell HTS vesicle-bound %	Myeloid diff 2	Myeloid diff 2 GFP+ MAC1+ %	MT stabilizer	MT stabilizer Hoechst-high %	MT stabilizer cytotoxicity %	WT yeast gro inh	WT yeast gro inh mutant strain	bCat nuc transl	bCat nuc transl cell count 5 µM
CCc1ccccc1S(=O)(=O)Cc1ccc(C(=O)N2CCN(c3ccccn3)CC2)o1	0.62	850	-0.5%	i	-8	/	/	i	36	i	1.4	2.4	3.1	5.5	8	4	/	/
COc1ccc(CCNc2ncnc3c2nnn3Cc2ccccc2)cc1	/	/	1.4%	/	/	12	835	i	4	i	0.1	/	/	/	/	/	/	/
N#Cc1nc(-c2ccc(F)cc2)oc1NCCCn1ccnc1	-0.47	1315	-0.1%	i	1	-6	688	i	33	/	/	2.6	3.5	7.9	-1	16	-2.3	1151
CC(NCCS(=O)(=O)c1ccc(Cl)cc1)c1cccc(Cl)c1 (stereo unspecified)	/	/	-0.4%	/	/	15	728	i	16	i	0.3	/	/	/	/	/	/	/
Cn1cc(-c2ccccc2C(N)=O)c(=O)c2cc(Cl)ccc21	-0.33	1287	-0.1%	i	9	/	/	i	31	i	0.4	2.6	1.8	5.9	0	-9	-4.0	1005
CC(C)CN(C(=O)c1cccc(S(=O)(=O)N2CCCCC2)c1)C1CCS(=O)(=O)C1 (stereo unspecified)	/	/	-0.2%	/	/	-38	782	i	29	i	2.0	/	/	/	/	/	/	/
COCCNC(=O)C(c1ccccc1)N(Cc1cccs1)C(=O)Cn1nnc2ccccc21 (stereo unspecified)	-0.49	1119	-0.2%	i	0	/	/	i	57	i	0.8	1.9	1.9	10	-6	8	-0.4	1187
Cc1c(C)c2ccc(OCC(=O)Nc3ccc(N4CCC(C)CC4)cc3)cc2oc1=O	/	/	-1.0%	/	/	18	691	i	7	i	1.1	/	/	/	/	/	/	/
O=C(/C=C/c1ccccc1Cl)NCc1ccccc1	-0.11	1664	0.3%	i	3	/	/	i	48	i	0.5	1.8	1.8	8.8	10	-8	-0.8	1267
COc1ccc2cc(C(=O)N3CCCC(Nc4ccc(F)cc4)C3)n(C)c2c1 (stereo unspecified)	/	/	0.0%	/	/	-34	655	i	37	i	0.6	/	/	/	/	/	/	/
O=C(N/N=C/C=C/c1ccco1)/C(=C/c1ccccc1)NC(=O)c1ccccc1	-0.13	1007	-0.5%	i	22	-6	612	i	49	i	2.0	4.7	2.8	9.1	0	11	0.2	1234
O=C1CC(c2ccc(O)c(O)c2)Oc2cc(O)cc(O)c21 (stereo unspecified)	0.35	951	-0.7%	/	/	-18	670	i	59	i	3.5	/	/	/	/	/	3.2	1238
O=C(COc1ccccc1Br)NCCc1nc2ccccc2[nH]1	/	/	-0.7%	i	-7	-9	532	i	37	i	0.4	3.0	2.2	1.5	3	-15	0.3	971
CC(C)CNC(=O)c1ccccc1NC(=O)Nc1ccccc1	/	/	0.0%	i	-6	13	765	i	56	i	1.0	2.3	1.4	8.0	-11	-14	/	/
Cc1cc(C)nc(/N=c2/ssnc2Cl)c1	-0.64	1168	0.2%	i	3	/	/	i	44	i	1.1	4.0	2.9	5.0	63*	56*	-5.3	875
COC(=O)CSc1nnc(-c2cccnc2)n1-c1cc(OC)cc(OC)c1	0.74	1219	0.0%	i	-2	/	/	i	23	i	5.0	1.5	1.3	5.3	-3	-2	-6.2	883
COCCCC1CCN(Cc2cn[nH]c2-c2cc(OC)c(OC)c(OC)c2)CC1	-0.34	1451	-0.7%	i	-10	4	686	i	6	i	0.3	2.5	2.6	11	1	15	-2.8	1028
COc1ccc(O)c(C(=O)c2cnn(-c3ccccc3)c2)c1	/	/	0.6%	/	/	7	761	i	18	i	0.7	/	/	/	/	/	/	/
CN(CC(=O)Nc1sc2c(c1C#N)CCCCC2)Cc1nc2ccccc2c(=O)[nH]1	-1.1	1202	-1.8%	i	3	-4	704	i	30	i	1.4	2.2	3.2	7.8	-12	4	-0.1	1112
Cc1cc(C)nc(Nc2nc(-c3ccccc3)cs2)n1	/	/	0.8%	/	/	-5	802	i	62	i	1.2	/	/	/	/	/	/	/
CCCCCOC(=O)Cc1c(O)c2ccccc2[nH]c1=O	2	1096	0.3%	i	-5	1	783	i	30	i	0.3	4.4	3.2	6.7	3	10	-2.6	1183
Cc1ccc2[nH]c3c(=O)n(CC(=O)N4CC(C)CC(C)C4)ncc3c2c1 (stereo unspecified)	/	/	0.1%	/	/	-2	703	i	57	i	0.5	/	/	/	/	/	/	/
COc1ccc(S(=O)(=O)NCC(=O)NCc2cc(=O)n(C)c(=O)n2C)cc1C	/	/	0.6%	/	/	-5	682	i	10	+	1.9*	/	/	/	/	/	/	/
Cn1c(Cn2nnc3ccccc32)nnc1SCC(=O)Nc1ccc2c(c1)OCO2	0.17	1180	0.6%	i	2	2	745	i	8	i	6.2	5.9	2.9	5.6	15	21	-3.7	1196
Cc1ccc(Cc2cc(-c3ccc(C)cc3)n[nH]c2=O)cc1	-0.07	1003	0.5%	/	/	1	700	i	42	i	0.3	/	/	/	/	/	0.8	1345
S=C1NNC2(NN1)C1CC3CC(C1)CC2C3	0.36	1099	0.5%	i	-7	3	762	i	53	i	0.2	2.8	1.7	0.9	7	10	0.1	1186
Cn1c(CNS(=O)(=O)c2ccc(Cl)cc2)cc(=O)n(C)c1=O	/	/	-0.2%	/	/	16	742	i	15	i	2.0	/	/	/	/	/	/	/
CSc1ccccc1C(=O)Nc1ccc(C)c(C)c1	-0.86	965	0.2%	i	4	-8	714	i	17	i	0.4	1.1	1.5	3.2	-18	-11	4.7	1177
CCCCNC(=O)Cn1c2c(c(-c3ccccc3Cl)cc1=O)CCC2	-0.04	904	-0.4%	i	7	/	/	i	20	i	5.9	3.7	4.9	8.0	13	14	/	/
O=C(Nc1ccccc1F)C1(c2ccccc2)CC1(Cl)Cl (stereo unspecified)	0.02	1192	-0.4%	i	-9	-5	654	i	13	i	1.9	2.1	2.2	7.5	1	-4	-2.0	957
CNC1(C(N)=O)CCNCC1	-0.95	947	0.4%	/	/	10	653	i	19	i	0.2	/	/	/	/	/	-1.0	1325
CCOc1ccc(-c2c(=O)n(OCc3ccc([N+](=O)[O-])cc3)c3ccccc3[n+]2[O-])cc1	-0.41	1309	-1.1%	i	14	3	683	i	49	/	/	4.9	3.2	2.7	9	-2	0.3	1088
COc1cccc(NC(=O)CN2C(=O)NC(C)(CCC(C)C)C2=O)c1 (stereo unspecified)	-0.43	1186	-0.9%	i	-1	-16	659	i	45	i	0.6	4.4	2.1	5.9	-20	18	2.6	1117
COc1ccc(CNS(=O)(=O)c2ccc3c(c2)CCN3C(=O)C2CCC2)cc1	/	/	-1.9%	/	/	4	717	i	35	i	7.2	/	/	/	/	/	/	/
CC(=O)c1ccc(S(=O)(=O)N2CCN(C(=O)CSc3ccc(F)cc3)CC2)cc1	/	/	-0.1%	/	/	-1	817	i	32	i	1.4	/	/	/	/	/	/	/
CCOc1ccc(OCC)c(NC(=O)C2CCN(S(=O)(=O)c3c(C)[nH]c(=O)[nH]c3=O)CC2)c1	0.18	1124	0.6%	i	8	-1	803	i	38	i	0.4	2.8	1.7	0.8	5	2	-0.3	1037
CC1(C)Cc2cccc(OCC(=O)N3CCN(S(=O)(=O)c4ccccc4)CC3)c2O1	-0.01	1103	-0.1%	i	6	/	/	i	40	i	0.4	2.6	1.9	4.1	6	0	/	/
N#Cc1c(-c2ccccc2)cc(C2CC2)nc1SCC(=O)c1cccs1	2.1	1604	/	+	-7.4*	/	/	/	/	i	1.0	6.5	9.8	53	25	8	5.3	1367
CC1(c2ccccc2)NC(=O)N(CC(=O)Nc2ccc3c(c2)OCO3)C1=O (stereo unspecified)	0.03	1043	-0.1%	i	-24	-1	730	i	49	i	1.3	2.5	1.0	7.7	9	2	-6.4	1166
O=C(CN1C(=O)/C(=C/c2ccccc2F)SC1=S)NC1C=CS(=O)(=O)C1 (stereo unspecified)	/	/	-0.1%	/	/	-4	742	i	17	i	1.9	/	/	/	/	/	/	/
O=C1OC(c2ccco2)=N/C1=C\c1ccc(-c2cccc(C(F)(F)F)c2)o1	/	/	0.5%	i	-5	16	610	i	59	i	0.6	1.8	1.9	6.1	1	16	-1.2	977
COc1ccccc1C(=O)NCCn1ccc2ccccc21	-0.68	1365	-0.3%	i	19	/	/	i	56	i	0.8	4.3	3.1	6.5	30	72	1.1	1348
Cc1ncc([N+](=O)[O-])n1CC(=O)NC1CCCC1	0.72	1905	-0.1%	i	18	-1	647	i	45	i	1.1	3.4	1.6	3.2	11	26	-3.6	1055
O=C1CN(C(=O)c2c(F)cccc2F)C(c2ccccc2)c2cc(Br)ccc2N1 (stereo unspecified)	/	/	0.0%	/	/	-3	858	i	56	i	0.1	/	/	/	/	/	/	/

Bioassay records as filed in PubChem BioAssay.
